Screening results: PubChem BioAssay, several laboratories
Avidin bead fluor: avidin bead compound fluorescence profile. AID 1775. fluorescence (KMESF) at 10 µM. Avidin beads, compound fluorescence 488/530 nm, flow cytometry; active compounds read high. 220,000 tested, 0.38% active; in the data active = fluorescence above about 47; also: inactives centre near 10
Pf gametocyte: P. falciparum stage V gametocyte viability inhibition; 150,000 tested, 0.065% active; inhibition, % at 10.9 µM; AID 743093; P. falciparum stage V gametocytes, ATP luminescence, 24 h;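 active = inhibition above the mean plus 3 SD of compounds within the control limits, set per campaign, cut at about 38% in these data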;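 also: 0% = DMSO wells and 100% = medium only without gametocytes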
Mcl1-Noxa inh: Mcl-1/Noxa interaction inhibition; Q07820; TR-FRET Mcl-1/Noxa peptide binding, 2 h; inhibition, % at 21.7 µM; 220,000 tested, 1.5% active; AID 1022;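 active = compounds that cut the protein-peptide binding signal by more than 50% relative to plate controls in a single-dose test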;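 also: His-tagged Mcl-1 with rhodamine Noxa BH3 peptide and terbium anti-His antibody; 0% = Mcl-1 plus Noxa peptide wells and 100% = peptide-only wells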
Target sequence (Q07820 whole entry, looked up): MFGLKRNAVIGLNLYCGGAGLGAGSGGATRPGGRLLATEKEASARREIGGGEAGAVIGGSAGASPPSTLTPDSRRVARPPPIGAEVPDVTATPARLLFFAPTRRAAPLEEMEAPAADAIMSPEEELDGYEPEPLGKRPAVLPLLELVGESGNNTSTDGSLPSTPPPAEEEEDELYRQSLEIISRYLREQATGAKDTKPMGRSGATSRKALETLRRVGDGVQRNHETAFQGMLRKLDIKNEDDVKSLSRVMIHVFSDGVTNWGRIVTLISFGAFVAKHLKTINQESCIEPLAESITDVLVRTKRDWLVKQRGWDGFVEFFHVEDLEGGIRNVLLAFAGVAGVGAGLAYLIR
* hit, by the source's call. Only part of the results is shown; the hit share may differ from the screen's.

SMILES	Avidin bead fluor	Pf gametocyte	Mcl1-Noxa inh
CC[n+]1c(/C=C/C=C/c2ccc(N(C)C)cc2)sc2ccccc21	10	-15.4	-6.3
Cc1onc(-c2c(Cl)cccc2Cl)c1C(=O)Nc1ccc2c(C(F)(F)F)cc(=O)oc2c1	7	4.1	3.6
CC(Cc1ccccc1)NCC(=O)Nc1cc(N(C)C)nc2ccccc12 (stereo unspecified)	12	3.9	28.9
O=C1NC(=O)N(Cc2ccco2)C(=O)/C1=C/C=C/c1ccco1	7	-21.7	52.4*
C=C1C/C(=C/C)C(=O)O[C@@H]2CCN3CC=C(COC(=O)[C@]1(C)O)[C@H]23	7	31.2	-19.1
O=C(/C=C/c1c[nH]c2ccccc12)c1c(O)n(CCc2ccccc2)c(=O)[nH]c1=O	8	-2.8	13.3
COc1ccccc1C1C([N+](=O)[O-])=C(N)Oc2c1c(=O)oc1ccccc21 (stereo unspecified)	8	12.0	-5.6
CNC(C(=O)c1ccccc1)C(OC(C)=O)c1cccc([N+](=O)[O-])c1 (stereo unspecified)	3	-20.4	9.4
CCOP(=O)(Cc1ccc(C#N)o1)OCC	8	13.8	-26.2
Cc1ccc(C2N3CCCN23)cc1 (stereo unspecified)	7	4.2	5.5
CCCCOCCCN1C(C)=CC(=C2C(=O)NC(=S)NC2=O)C=C1C	6	-8.2	-0.1
CC12CC[C@H]3[C@@H](CCC4(O)C[C@H](O)CCC34/C=N/NC(=O)c3ccc(O)cc3)C1(O)CCC2C1=CC(=O)OC1 (stereo partly specified)	6	1.5	-16.1
COc1ccc(NP(=O)(Oc2cccc(C)c2)Oc2cccc(C)c2)cc1OC	7	-15.6	6.1
Cc1nc2ccccc2c(=O)n1-c1ccc(F)cc1F	9	-11.5	-19.3
CC(=NCCC1=CCCCC1)c1c(O)n(-c2ccccc2)c(=O)[nH]c1=O	11	-9.9	-3.0
Cc1cc(C(=O)Nc2ccc3c(c2)OCCO3)nn1C(C)(C)C	7	-23.5	3.9
CCOC(=O)c1c(C)n(C(C)C)c2ccc(OC)cc12	5	-10.3	16.3
O=C(O)c1ccccc1N=Nc1c(O)[nH]c(=O)[nH]c1=O	9	9.6	18.8
COc1cc(C(CN)CC(=O)O)ccc1O (stereo unspecified)	4	-26.4	2.3
Cc1ccc(NC(=O)c2cc(-c3ccccc3)n(CCCN3CCOCC3)c2C)cc1	4	3.7	5.3
CC(=O)Nc1ccc(N=Cc2c(O)n(Cc3ccco3)c(=O)[nH]c2=O)cc1	3	-5.4	32.6
CC(=NCCc1c[nH]c2ccccc12)c1c(O)n(Cc2ccccc2)c(=O)[nH]c1=O	5	-4.6	7.8
COc1ccc(N2C(=O)/C(=C/c3cccs3)C(=O)NC2=S)cc1	5	10.4	61.7*
C=CCn1c(O)c(C(CC)=Nc2ccc3c(c2)CCC3)c(=O)[nH]c1=O	8	-7.8	11.1
N#CC(C#N)=Cc1ccc(N2CCOCC2)cc1	8	13.8	21.9

Copied from the list.
Pf gametocyte, Cc1cc(C(=O)Nc2ccc3c(c2)OCCO3)nn1C(C)(C)C → -23.5
Avidin bead fluor, CCOC(=O)c1c(C)n(C(C)C)c2ccc(OC)cc12 → 5

No new results follow: an excerpt of the list.
SMILES	Avidin bead fluor	Pf gametocyte	Mcl1-Noxa inh
CC(Cc1ccccc1)NCC(=O)Nc1cc(N(C)C)nc2ccccc12 (stereo unspecified)	12	3.9	28.9
O=C1NC(=O)N(Cc2ccco2)C(=O)/C1=C/C=C/c1ccco1	7	-21.7	52.4*
C=C1C/C(=C/C)C(=O)O[C@@H]2CCN3CC=C(COC(=O)[C@]1(C)O)[C@H]23	7	31.2	-19.1
O=C(/C=C/c1c[nH]c2ccccc12)c1c(O)n(CCc2ccccc2)c(=O)[nH]c1=O	8	-2.8	13.3
COc1ccccc1C1C([N+](=O)[O-])=C(N)Oc2c1c(=O)oc1ccccc21 (stereo unspecified)	8	12.0	-5.6
CNC(C(=O)c1ccccc1)C(OC(C)=O)c1cccc([N+](=O)[O-])c1 (stereo unspecified)	3	-20.4	9.4
CCOP(=O)(Cc1ccc(C#N)o1)OCC	8	13.8	-26.2
Cc1ccc(C2N3CCCN23)cc1 (stereo unspecified)	7	4.2	5.5
CCCCOCCCN1C(C)=CC(=C2C(=O)NC(=S)NC2=O)C=C1C	6	-8.2	-0.1
CC12CC[C@H]3[C@@H](CCC4(O)C[C@H](O)CCC34/C=N/NC(=O)c3ccc(O)cc3)C1(O)CCC2C1=CC(=O)OC1 (stereo partly specified)	6	1.5	-16.1
COc1ccc(NP(=O)(Oc2cccc(C)c2)Oc2cccc(C)c2)cc1OC	7	-15.6	6.1
Cc1nc2ccccc2c(=O)n1-c1ccc(F)cc1F	9	-11.5	-19.3
CC(=NCCC1=CCCCC1)c1c(O)n(-c2ccccc2)c(=O)[nH]c1=O	11	-9.9	-3.0
Cc1cc(C(=O)Nc2ccc3c(c2)OCCO3)nn1C(C)(C)C	7	-23.5	3.9
CCOC(=O)c1c(C)n(C(C)C)c2ccc(OC)cc12	5	-10.3	16.3
O=C(O)c1ccccc1N=Nc1c(O)[nH]c(=O)[nH]c1=O	9	9.6	18.8
COc1cc(C(CN)CC(=O)O)ccc1O (stereo unspecified)	4	-26.4	2.3
Cc1ccc(NC(=O)c2cc(-c3ccccc3)n(CCCN3CCOCC3)c2C)cc1	4	3.7	5.3
CC(=O)Nc1ccc(N=Cc2c(O)n(Cc3ccco3)c(=O)[nH]c2=O)cc1	3	-5.4	32.6
CC(=NCCc1c[nH]c2ccccc12)c1c(O)n(Cc2ccccc2)c(=O)[nH]c1=O	5	-4.6	7.8
COc1ccc(N2C(=O)/C(=C/c3cccs3)C(=O)NC2=S)cc1	5	10.4	61.7*
C=CCn1c(O)c(C(CC)=Nc2ccc3c(c2)CCC3)c(=O)[nH]c1=O	8	-7.8	11.1
N#CC(C#N)=Cc1ccc(N2CCOCC2)cc1	8	13.8	21.9

(next part)
SMILES	Avidin bead fluor	Pf gametocyte	Mcl1-Noxa inh
C1=C(c2ccccc2)CCNC1	7	-7.3	0.5
CNC(=O)O/N=C(\C)Cc1nnn(-c2cc(C)on2)n1	5	16.4	5.8
CC(Cc1ccsc1)NCc1cn[nH]c1-c1ccc(F)cc1F (stereo unspecified)	4	-3.4	8.8
COc1cc(OC)c(OC)cc1/C=C1/C(=O)NC(=O)N(Cc2ccccc2)C1=O	7	-8.6	8.1
COCCCn1c(N)c(C(=O)NCc2ccco2)c2nc3ccccc3nc21	6	1.8	26.6
CCNC(=S)NCCC1=c2ccccc2=N/C1=C\c1c(O)n(C)c(=O)n(C)c1=O	6	1.0	38.6
CCCCCCC(=O)c1c(O)n(-c2ccccc2OC)c(=O)[nH]c1=O (tested in a mixture with another compound)	10	8.1	11.8
Cc1ccccc1NC(=O)CCl	8	3.1	3.6
C=CCn1c(O)c(C(CC)=NCCc2c[nH]c3ccccc23)c(=O)[nH]c1=O	6	7.4	-1.1
Cc1ccccc1-n1c(O)c(/C=N/NC(=O)c2ccncc2)c(=O)[nH]c1=O	11	-13.3	-65.2
O=C1NC2NC(=O)N([N+](=O)[O-])C2N1 (stereo unspecified)	8	-0.8	-7.9
O=c1oc2ccccc2c(O)c1C(c1ccccn1)c1c(O)c2ccccc2oc1=O	3	-5.0	13.9
COc1cc([C@@H]2c3cc4c(cc3[C@@H](OC)[C@H]3COC(=O)[C@H]23)OCO4)cc(OC)c1O	8	1.9	-1.6
COc1ccc(C(O)P(=O)(OC(C)C)OC(C)C)cc1 (stereo unspecified)	19	-0.7	-22.2
CN(C)CCn1cnc2ccccc21	4	7.7	4.2
CN(C)CC#CCn1c2ccccc2c2ccccc21	11	-6.4	19.8
Cc1ccc(S(=O)(=O)N2CCCC2c2cccnc2)cc1 (stereo unspecified)	7	-8.7	2.3
CN1CCN(c2ncnc3c2cnn3C)CC1	4	-19.9	-0.7
C=CC1CN2CCC1CC2C(OC(C)=O)c1ccnc2ccc(OC)cc12 (stereo unspecified)	3	-10.0	-10.3
Cn1c(O)c(C=NC2CCN(Cc3ccccc3)CC2)c(=O)[nH]c1=O	7	17.3	18.2
COc1cc(CN=C(C)c2c(O)n(C)c(=O)n(C)c2=O)cc(OC)c1	8	7.0	4.9
CCOP(=O)(OCC)C(O)c1cccnc1 (stereo unspecified)	81*	3.3	-2.9
O=S(=O)(c1ccc(Cl)cc1)N1CCCC1c1cccnc1 (stereo unspecified)	6	17.0	8.7
O=C(C[N+]12CCC(CC1)C(OC(=O)c1ccccc1)C2)c1ccc([N+](=O)[O-])cc1 (stereo unspecified)	6	34.9	-27.1
CN1CCc2nc(SCc3cccc(Br)c3)c(C#N)cc2C1	7	-0.1	-4.1

Additional records
SMILES	Avidin bead fluor	Pf gametocyte	Mcl1-Noxa inh
C=CCn1c(O)c(C(C)=NCc2ccc3c(c2)OCO3)c(=O)[nH]c1=O	8	-1.7	-8.1
c1ccc2c3c([nH]c2c1)C1(CCNCC1)NCC3	6	-10.6	-6.0
COc1cc(CN=Cc2c(O)n(C(C)(C)C)c(=O)[nH]c2=O)cc(OC)c1	6	19.0	2.9
CCCCn1c(O)c(C(C)=Nc2ccc3c(c2)CCC3)c(=O)[nH]c1=O	5	-10.6	-0.4
CCCC(C)n1[nH]c(=O)c2c1NC(=O)CSC2c1ccccc1 (stereo unspecified)	8	1.3	14.4
O=C1NC(=O)N(c2ccccc2)C(=O)/C1=C/C=C/c1ccco1	9	-6.2	-3.8
